LGR2 inh: inhibitors of bursicon-induced Drosophila LGR2 receptor cAMP signaling; HEK293 LGR2, CRE-luciferase, bursicon-stimulated, 4 h; inhibition, % at 9.99 µM; 0.35% of 380,000 active;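 active = drop in luminescence signal, shown as inhibition above about 50% in the replicate tests, limit read from the data, passing the limit was not always enough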;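 note: agonist challenge used bursicon conditioned medium at about half maximal strength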
Cneo AK release: causes C. neoformans cell lysis; adenylate kinase release luminescence, 4 h; normalised: neutral wells 0, clomiphene wells 100; lysis activity, % at 15 µM; 0.2% of 360,000 active; AID 651654;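 active = mean lysis activity across replicates of at least 80%, whatever share of replicates individually reach that level; inactive = mean lysis activity below 80%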
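Assay system: C. neoformans cells. Amount: yeast cell density of 5 × 10^6 cells/mL. Technique: AK luminescence. Buffer or medium: YPD. Times: static 4 h at 37 °C with compound, 1 h detection. Dosing: single-point compound dose. Read-out: lysis from increased AK signal.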
PAX8 reporter: PAX8 transcriptional activity inhibition; RMG-I TPO-luciferase reporter, SteadyGlo, 24 h; inhibition, % at 12.6 µM; 1.2% of 360,000 active;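 active = mean replicate inhibition at least 60% with every replicate also reaching 60%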;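 note: luciferase light reporting Pax8 driven TPO promoter activity; plate controls were median of neutral control wells for no effect and mitoxantrone controls for full effect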
GSIS activator: primary screen for activators of insulin secretion dependent on glucose, INS-1E cells, GLuc reporter luminescence | INS-1E GLuc reporter insulin secretion, 2-3 h | activation, % at 16.6 µM | 0.61% of 370,000 active | AID 743287;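 active = lowest replicate activation of at least 40%, so every replicate reaches that level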;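 note: 0% = median of neutral control wells and 100% = median of IBMX positive control wells; some compounds called inactive have numbers as strong as hits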
PGC1a acetyl inh: modulators of PGC1a acetylation | U2OS PGC1a acetylation, AlphaScreen anti-acetyl-lysine; with virally co-expressed GCN5 acetyltransferase | inhibition, % at 15.6 µM | 0.17% of 350,000 active;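 active = every replicate shows inhibition of at least 40%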;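 note: 0% = neutral control wells and 100% = positive control wells; some results beyond the cut were filed as inactive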
ARNT TACC3 PPI: disrupts binding between human ARNT and TACC3; Q9Y6A5; AlphaScreen His-ARNT PAS-B/GST-TACC3 binding, luminescence; TACC3 fragment carries E629A point mutation; inhibition, % at 9.99 µM; 0.66% of 390,000 active; AID 623870;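 active = mean inhibition of replicates at least 50% and at least half of replicates each reaching 50%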;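 note: 0% = complete ARNT plus TACC3 wells and 100% = ARNT alone without TACC3; many hits fall short of the cut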
Statin myotox sup: suppressors of simvastatin-induced myotoxicity in C2C12 myotubes; ATP luminescence, 48 h; scaled: DMSO 0, geranylgeraniol control 100; rescue of ATP level, % at 7.49 µM; 0.78% of 330,000 active; AID 602340;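 active = mean ATP rescue above about 67%, or every replicate alone reaching that limit, limit read from the data, passing the limit was not always enough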;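 note: myotubes were challenged with 10 µM simvastatin during compound exposure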
PglD inh: blocks C. jejuni PglD acetyltransferase activity | purified PglD enzyme, DTNB colorimetric CoA detection | inhibition, % at 12.5 µM | 0.098% of 360,000 active; in the data active = inhibition above about 16%, passing the limit was not always enough; note: strong numbers were not always called active
The depositor's hits bear a star; x = no result given; & = joins results of further samples. Rows are unselected; any-hit rate near 2.9%.

smiles,LGR2 inh,Cneo AK release,PAX8 reporter,GSIS activator,PGC1a acetyl inh,ARNT TACC3 PPI,Statin myotox sup,PglD inh
C[C@@H]1CCCCO[C@@H](CN(C)C(=O)Nc2ccc(F)cc2)[C@H](C)CN([C@@H](C)CO)C(=O)c2cc(NC(=O)Nc3ccccc3)ccc2O1,2,-1,-7,8,-18,8,9,0
CCNC(=O)C[C@H]1CC[C@H]2[C@@H](COc3ccc(NC(=O)Nc4ccccc4OC)cc3C(=O)N2C)O1,-5,3,16,8,2,7,-9,1
C[C@@H](NC(=O)[C@H]1O[C@@H](n2cnc3c(N)ncnc32)[C@H](O)[C@@H]1O)c1cccc2ccccc12,-17,2,-5,x,3,x,3,6
CCC(=O)Nc1ccc(NC(=O)c2cc3ccccc3o2)c(OC)c1,-23,1,-39,8,0,3,-9,5
CC1CCCCC1NC(=O)NC(=O)COC(=O)C1=NN(c2ccccc2)C(=O)CC1 (stereo unspecified),2,-1,-4,19,11,x,8,2
CCCN(C)C[C@@H]1Oc2cc(C#Cc3cccc(F)c3)ccc2S(=O)(=O)N([C@@H](C)CO)C[C@H]1C,-5,-9,x,-8,-1,0,-8,-1
CCOC(=O)c1c(C)[nH]c(C)c1S(=O)(=O)NCc1ccc(OCC)cc1,-9,-9,-5,-5,x,-5,-2,-6
Cc1cccc(-c2noc(Cc3ccc(Cl)cc3)n2)c1,x,-2,x,x,-3,-12,121*,1
O=C(CNC1=NCCC1)c1ccc2c(c1)OCCO2,9,-1,x,15,-15,-1,3,-8
CCCCn1c(N)c(N(CCOC)C(=O)c2ccc(S(=O)(=O)N3CCC(C)CC3)cc2)c(=O)[nH]c1=O,7,1,-3,2,x,2,2,2
Cc1cn(C(=O)C(C)N2C(=O)c3ccccc3C2=O)c(C)n1 (stereo unspecified),-3,0,x,10,0,3,-5,-3
CC(C)NC(=O)Nc1ccc2c(c1)CC(=O)N([C@@H](C)CO)C[C@H](C)[C@H](CN(C)S(=O)(=O)c1ccccc1)O2,2,0,-16,7,4,x,-8,-2

Looked up above:
LGR2 inh with Cc1cn(C(=O)C(C)N2C(=O)c3ccccc3C2=O)c(C)n1 (stereo unspecified) is entered as -3
ARNT TACC3 PPI with CCNC(=O)C[C@H]1CC[C@H]2[C@@H](COc3ccc(NC(=O)Nc4ccccc4OC)cc3C(=O)N2C)O1 is entered as 7

Continued:
smiles,LGR2 inh,Cneo AK release,PAX8 reporter,GSIS activator,PGC1a acetyl inh,ARNT TACC3 PPI,Statin myotox sup,PglD inh
COc1ccc(CNc2nc(S(=O)(=O)c3ccccc3)c(Cl)s2)cc1OC,26,-1,6,x,x,0,x,0
Cc1ccc(OCCSc2ncnc3sc(C)c(C)c23)cc1C,x,-2,-8,x,9,-8,-3,3
O=[N+]([O-])c1cn(-c2nc(-c3ccco3)cc(C(F)(F)F)n2)cn1,x,17,-11,x,8,-3,5,1
CC(=O)c1cccc(NC(=O)CCNC(=O)c2ccccc2Cl)c1,0,-1,7,-4,0,4,-7,-1
CC(C)NC(=O)Nc1ccc2c(c1)C(=O)N([C@@H](C)CO)C[C@@H](C)[C@H](CN(C)Cc1ccc(-c3ccccc3)cc1)O2,19,0,18,-15,1,-11,1,-8
CC(=O)Oc1ccc(N2C(=O)C3C4C=CC(C5CC45)C3C2=O)cc1[N+](=O)[O-] (stereo unspecified),-7,x,-16,-43,x,-1,x,x
Cc1ccc(S(=O)(=O)Nc2ccc3c(c2)C(=O)N([C@@H](C)CO)C[C@@H](C)[C@@H](CN(C)S(=O)(=O)c2ccc(Cl)cc2)O3)cc1,-1,x,4,0,-7,x,x,x
COc1ccc(O)c(CNc2ccccc2F)c1,-27,-3,-22,-5,x,4,x,1
C[C@H]1CN([C@@H](C)CO)S(=O)(=O)c2ccc(-c3ccccc3)cc2O[C@H]1CN(C)Cc1ccccc1C(=O)O,12,0,-2,18,-2,-2,23,9
COc1ccc(Oc2cc(C)nc(Cl)n2)nn1,-9,x,7,15,x,-2,x,x
CCCCC[C@@H](/C=C/C1C(=O)C=C[C@H]1C/C=C\CCCC(=O)OC)OC(C)=O (stereo partly specified),32,-3,5,46*,-12,5,7,2
CC(C)NC(=O)Nc1cccc2c1O[C@H](CN(C)S(=O)(=O)c1ccc(Cl)cc1)[C@H](C)CN([C@H](C)CO)C2=O,7,-2,-4,-3,-1,-3,0,1

Looked up by structure from above:
smiles,LGR2 inh,Cneo AK release,PAX8 reporter,GSIS activator,PGC1a acetyl inh,ARNT TACC3 PPI,Statin myotox sup,PglD inh
COc1ccc(O)c(CNc2ccccc2F)c1,-27,-3,-22,-5,x,4,x,1
CC(C)NC(=O)Nc1ccc2c(c1)C(=O)N([C@@H](C)CO)C[C@@H](C)[C@H](CN(C)Cc1ccc(-c3ccccc3)cc1)O2,19,0,18,-15,1,-11,1,-8

More compounds.
smiles,LGR2 inh,Cneo AK release,PAX8 reporter,GSIS activator,PGC1a acetyl inh,ARNT TACC3 PPI,Statin myotox sup,PglD inh
O=C(Nc1ccccc1)C1=C[C@H](c2coc3ccccc3c2=O)C[C@H](OCCCCO)O1,-7,49&-8,-9&3,-2,-3,13&-10,8,-6&2
O=C(c1cc(Cl)nc2ccccc12)N1CCN(Cc2ccc3c(c2)OCO3)CC1,-8,-1,3,17,31,5,22,-3
COc1ccc(CN(C)C[C@@H]2OCCCC[C@@H](C)Oc3ccc(N(C)C)cc3C(=O)N([C@H](C)CO)C[C@@H]2C)cc1,-7,45,17&8,-9&-3,8&22,5,-15&19,1
O=S(=O)(N[C@@H]1CC[C@@H](CCn2cc(-c3ccccn3)nn2)O[C@H]1CO)c1cccc(F)c1,9,-1,8,2,12,91*,-1,-2
NC1=NC(=O)CC(C(=O)NCc2ccccc2)S1 (stereo unspecified),x,-3,x,x,-4,0,-2,-4
O=C(NCCc1c[nH]c2ccccc12)/C(=C/c1ccco1)NC(=O)c1ccco1,9,x,6,22,5,1,x,x
C/C(CC(=O)Nc1ccc(Cl)c(C(F)(F)F)c1)=N\NC(N)=S,-11,x,21,-9,-21,8,x,x
COc1cccc(NC(=S)NC(=O)c2cncc(Br)c2)c1,-38,2,-2,10,-1,7,-5,1
O=C(N[C@H]1C=C[C@@H](CC(=O)N2CCN(c3ccccc3)CC2)O[C@@H]1CO)c1ccccc1,-1,3,6,-2,0,-3,-3,1
Cc1cc(C)cc(NC(=O)N2CCCCCCC2)c1,1,0,-9,31,5,3,7,-8
COc1ccc(S(=O)(=O)N(C)C[C@H]2Oc3ccc(NC(=O)NC(C)C)cc3C(=O)N([C@H](C)CO)C[C@@H]2C)cc1,-3&-13,-1,-7,9&3,1,-6,1,0
N#Cc1ccc(OCC(O)CS(=O)(=O)c2ccccc2)cc1 (stereo unspecified),x,1,-7,14,x,5,0,4
COc1ccc(-c2nc3n(c2Br)CCC3)cc1,-65,x,x,17,34,10,x,x
O/N=C1/CCc2cccc3cccc1c23,x,-2,x,x,6,-3,-9,-3
C[C@@H]1CN([C@H](C)CO)C(=O)c2cc(C#Cc3ccccc3F)cnc2O[C@@H]1CN(C)C,-12,1,-9,14,0,0,-2,-1
OC[C@H]1O[C@@H](O[C@@H]2[C@@H](CO)O[C@@](O)(CO)[C@H]2O)[C@H](O)[C@@H](O)[C@H]1O,-7,0,-8,x,x,-1,-2,6
CC(C)[C@H](NC(=O)NCCc1ccc(F)cc1)C(=O)O,x,3,x,x,3,-8,-2,2
COc1ccc(S(=O)(=O)N(C)C[C@@H]2OCCCC[C@@H](C)Oc3ccc(N(C)C)cc3C(=O)N([C@H](C)CO)C[C@@H]2C)cc1,3,x,18,6,4,x,-31,x
CN(c1ccccc1)S(=O)(=O)c1cccc(NC(=O)c2cc(=O)c3ccccc3o2)c1,67*,x,-10,-22,-16,-2,x,x
COC(=O)c1ccc(N2Cc3ccccc3/C2=N\C(=O)Nc2ccccc2)cc1,-6,-6,-42,-7,5,-3,x,0
O=c1c(-c2nn[nH]n2)coc2ccc(Cl)cc12,28,x,-10,-12,-14,18,-5,x
COc1ccc(NC(=O)CSCC(=O)Nc2cc(Cl)ccc2N2CCOCC2)cc1,-6,-1,-2,-4,x,4,1,4
O=C1/C(=C/c2ccccc2)SC(=S)N1CCCC(=O)N1CCCCC1CCO (stereo unspecified),-1,x,53,12,10,-3,5,x
O=C(Cc1ccccc1)NCc1n[nH]c(=S)n1-c1ccccc1,x,x,-2,7,1,-10,x,x
CCC(=O)c1ccc(CCCCCC(=O)O)s1,x,-2,x,x,-9,-4,2,x
Cc1ccc(Oc2ccc3c(c2)C(=O)N(c2ccc(S(=O)(=O)Nc4nccs4)cc2)C3=O)cc1,-9,0,x,9,0,-2,6,-2
CCCCC(=O)Nc1ccc(C(=O)N2CCN(c3ccccc3OC)CC2)cc1,6,-1,x,-5,10,38,-23,-1
CSc1ccc(C(=O)C2CCCN(C(=O)c3ccc4c(c3)OCO4)C2)cc1 (stereo unspecified),1,6,-9,-10,2,-3,16,-5
O=C(NC(=S)Nc1ccccc1N1CCOCC1)c1cccs1,2,x,15,25,x,17,x,x
CNC(=O)NC(=O)CSc1nnc(-c2ccc(F)cc2)n1CC1CCCO1 (stereo unspecified),4,6,3,1,4,-5,5,6
CC(C)NC(=O)/C(C#N)=C/c1cccc(NC(=O)c2ccccc2Cl)c1,32,x,19,-22,x,0,x,x
COc1ccc2oc(C(=O)N3CCN(C/C=C/c4ccccc4)CC3)c(C)c2c1,-3,2,0,-10,-6,9,-3,-3
CCOC(=O)c1cn(-c2ccccc2CO)c2c(F)c(F)c(F)cc2c1=O,x,1,18,x,-1,6,-1,0
O=C(COc1ccc([N+](=O)[O-])cc1)Nc1ccncc1,1,x,4,10,-5,-1,x,x
O=C(c1cc2c(s1)-c1ccccc1S(=O)(=O)C2)N1CCN(Cc2ccccc2)CC1,0,-1,30,x,-7,2,9,-1
Cc1nc2scc(C)n2c(=O)c1S(=O)(=O)Nc1ccc(N2CCN(S(C)(=O)=O)CC2)cc1,-3,0,23,5,-1,0,-4,0
C[C@@H]1CN([C@@H](C)CO)C(=O)Cc2cc(NC(=O)Nc3ccccc3)ccc2O[C@@H]1CN(C)S(=O)(=O)c1ccccc1,-3,5,-7,-14,-5,-6,-34,4
O=C(Nc1cc(F)ccc1F)N1C[C@H]2[C@@H](c3ccccc31)[C@H](CO)N2CC1CCCC1,4,-1,-6,9,-5,9,16,-1
CCOC(=O)C1=C(O)/C(=C/c2cn(CC(=O)N3CCCC3)c3ccccc23)SC1=Nc1ccccc1,x,-2,x,x,3,-4,-10,-3
CC(=O)c1cccc(S(=O)(=O)NCCC(=O)O)c1,-12,0,7,11,x,-3,8,-4
COc1cccc(-c2ccc3c(c2)O[C@@H](CN(C)C(=O)C2CCOCC2)[C@H](C)CN([C@@H](C)CO)S3(=O)=O)c1,-7,-7,15,-13,0,-1,10,-1
O=C(Nc1ccnc(-c2ccncc2)n1)c1ccc(F)cc1,7,x,7,7,x,2,x,x
CSc1ncc(CN2CCC(C(=O)Nc3cccc(-c4cscn4)c3)CC2)cn1,4,0,19,21,x,0,-1,3
COc1ccc(S(=O)(=O)Nc2ccc3c(c2)C(=O)N([C@H](C)CO)C[C@@H](C)[C@H](CN(C)Cc2ccc(C(F)(F)F)cc2)OCCCC[C@@H](C)O3)cc1,18,56,22,-23,3,4,x,-2
O=C(O)c1ccccc1,-9,-2,x,8,-13,x,2,6
Cc1cc(C)cc(OCc2ccc(C(=O)NN)o2)c1,8,x,-6,-7,x,-70,x,x
C[C@H](CO)N1C[C@H](C)[C@H](CN(C)Cc2ccccc2C(F)(F)F)OCc2ccccc2-c2ccccc2C1=O,7,x,6,4,-4,x,x,x
Cc1ccnc2nc(C(=O)OCC(=O)NC(=O)NCc3ccco3)nn12,-2,x,1,-3,x,-8,x,x

From PubChem BioAssay
